ASAP1 GAP inh = ASAP1 ArfGAP inhibition; Q9ULH1; ASAP1-stimulated ARF1 GTP hydrolysis, GDP FP detection; inhibition, % at 16.5 µM; 360,000 tested, 0.19% active; AID 624377; in the data active means inhibition above about 25%;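 further: 0% = vehicle with enzyme and substrate and 100% = no enzyme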
Target sequence (Q9ULH1 325-724 limits assumed): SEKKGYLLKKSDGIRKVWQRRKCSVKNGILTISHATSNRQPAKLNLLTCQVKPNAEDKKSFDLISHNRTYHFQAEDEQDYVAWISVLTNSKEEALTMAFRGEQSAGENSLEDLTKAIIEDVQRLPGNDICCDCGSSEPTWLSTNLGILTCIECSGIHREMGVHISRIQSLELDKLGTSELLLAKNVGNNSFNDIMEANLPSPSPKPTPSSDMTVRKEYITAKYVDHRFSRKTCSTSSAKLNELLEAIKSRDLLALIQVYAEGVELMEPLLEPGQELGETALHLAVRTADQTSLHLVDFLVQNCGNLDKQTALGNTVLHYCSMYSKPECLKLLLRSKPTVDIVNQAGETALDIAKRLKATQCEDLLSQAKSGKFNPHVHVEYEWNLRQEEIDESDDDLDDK
UHRF1 MBD2 ctr = human UHRF1 methylated DNA binding inhibitors | Q96T88 | UHRF1 binding to methylated oligo, TR-FRET | inhibition, % at 4.4 µM | 370,000 tested, 0.75% active; in the data active means inhibition above about 21%;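 further: UHRF1 SRA domain binding a hemimethylated CpG hairpin DNA probe; 0% = median of test compound wells and 100% = reference inhibitor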
proKLK7 act = activators of human kallikrein-7 zymogen | activation, % at 7 µM | AID 652039 | 370,000 tested, 0.9% active | purified proKLK7, EDANS-DABCYL substrate fluorescence; 100% is mature enzyme control, 0% vehicle;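 active means activation above the mean of all tested compounds plus 3 SD, computed per campaign excluding outliers beyond control limits, cut at about 13% in these data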
PLC-beta3 inh = PLC-beta3 (human) inhibition, primary screen | 370,000 tested, 0.18% active | inhibition, % at 12.2 µM | Purified PLC-beta3, fluorogenic substrate, fluorescence | AID 720704; in the data active means inhibition above about 11%;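 further: 0% = median of compound wells on plate and 100% = full blocker control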
ARFGAP1 inhibitor = rat ARFGAP1 inhibition; 360,000 tested, 0.26% active; inhibition, % at 16.5 µM; Arfgap1-stimulated ARF1 GTP hydrolysis, GDP FP detection;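 active means inhibition above a per-plate limit, mean inhibition of low control wells plus 3 SD, cut at about 25% in these data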;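 further: 0% = DMSO wells with enzyme and 100% = wells lacking Arfgap1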
Target sequence (Q62848 1-136 limits assumed): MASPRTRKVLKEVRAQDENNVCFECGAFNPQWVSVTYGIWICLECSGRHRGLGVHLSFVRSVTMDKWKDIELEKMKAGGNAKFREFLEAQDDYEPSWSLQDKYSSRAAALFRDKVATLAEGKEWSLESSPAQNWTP
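Material – truncated rat Arfgap1 GAP domain · Buffer or medium – HEPES-based buffer, pH 7.5 · Reagent – human ARF1(Δ1-17)-GTP substrate · Dosing – 16.5 µM single point, 1.26% DMSO · Schedule – GTP hydrolysis reaction 2 h at 25 °C · Technique – GDP detection by fluorescence polarization · Benchmarks – No-Arfgap1 wells (100%) versus DMSO full-reaction wells (0%) · Repeats – single replicate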
ADAM17 inh = inhibits human ADAM17; P78536; recombinant ADAM17, EDANS/DABCYL FRET peptide cleavage; inhibition, % at 6.95 µM; 370,000 tested, 0.83% active; AID 720648;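 active means inhibition above the mean of compounds lying between control limits plus 3 SD, set per campaign, cut at about 8.5% in these data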;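 further: 0% = DMSO-only wells as the low control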
Tn7 DDE FP = DD(E)-Tn7 binding inhibition, primary FP screen | P02675 | FP displacement of FITC-Tn7 peptide from fibrin DD(E); 0% = median of compound wells per plate | inhibition, % at 8.3 µM | 370,000 tested, 0.13% active | AID 720508;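 active means inhibition above the mean of compounds falling within the control limits plus 3 SD of them, cut at about 14% in these data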;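 further: 0% = plate median of compound wells and 100% = 10 µM Aha-Tn7 peptide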
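Assay system: Fibrin-DD(E) protein isolated from polymerized human fibrin clots; read-out basis: percent inhibition; medium: Tris/NaCl/CaCl2 buffer, pH 7.8; signal: FP measurement; incubation: 10 min plus 3 h, room temperature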
MBD2 inh = MBD2-methylated oligo binding inhibition. 370,000 tested, 0.31% active. TR-FRET, MBD2 binding to methylated oligonucleotide. inhibition, % at 4.4 µM. Q9UBB5. AID 686964; in the data active means inhibition above about 13%
Target sequence (Q9UBB5 whole entry, looked up): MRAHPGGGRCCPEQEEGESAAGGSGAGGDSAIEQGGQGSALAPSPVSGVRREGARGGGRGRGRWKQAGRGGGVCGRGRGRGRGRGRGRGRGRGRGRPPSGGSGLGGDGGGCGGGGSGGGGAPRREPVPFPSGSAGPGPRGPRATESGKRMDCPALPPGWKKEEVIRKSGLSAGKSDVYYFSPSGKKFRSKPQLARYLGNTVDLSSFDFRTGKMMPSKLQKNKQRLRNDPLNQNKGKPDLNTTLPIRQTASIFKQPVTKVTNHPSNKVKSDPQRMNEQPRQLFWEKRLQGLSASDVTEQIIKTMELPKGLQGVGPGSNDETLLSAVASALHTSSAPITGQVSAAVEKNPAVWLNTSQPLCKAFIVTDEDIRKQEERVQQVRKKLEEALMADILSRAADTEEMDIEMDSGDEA
DDE Tn6 FP inh = disrupts Tn6 cyclic peptide binding to fibrin D-Dimer-E complex; P02675; Fibrin DD(E) TRITC-Tn6 fluorescence polarization displacement; inhibition, % at 8.3 µM; 370,000 tested, 0.21% active;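 active means inhibition above a per-campaign cutoff: mean of compounds within control limits plus 3 SD, cut at about 15% in these data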;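 further: 0% = median of all compound wells on the plate and 100% = blocking peptide control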
PLCg1 inh = PLC-gamma1 (human) inhibition, primary screen. P19174. inhibition, % at 12.2 µM. 370,000 tested, 0.84% active. purified PLC-gamma1, fluorogenic substrate, fluorescence; in the data active means inhibition above about 9.5%
Starred values were filed as active, the others as inactive; i = inactive.

structure	ASAP1 GAP inh	UHRF1 MBD2 ctr	proKLK7 act	PLC-beta3 inh	ARFGAP1 inhibitor	ADAM17 inh	Tn7 DDE FP	MBD2 inh	DDE Tn6 FP inh	PLCg1 inh
OC[C@@H]1CN(Cc2ccc(Cl)cc2)C[C@H](n2cnc3c(NC4CC4)ncnc32)O1	-8	0	0.5	4	10	0	-5	-5	3	1
CC1(C)OC(=O)C2=C(CC(CCc3ccccc3)OC2c2ccc(F)cc2)O1 (stereo unspecified)	9	4	-0.2	0	4	2	8	6	-2	5
Cc1cccc(N=C2NC(=O)/C(=C/c3cccnc3)S2)c1	-3	-3	0.0	-10	-5	1	-5	2	2	-4
CSc1ncc(C(=O)Nc2cc(C)ccc2C)c(C)n1	-8	-3	0.4	0	-5	-3	-8	-3	4	-1
Cn1cnnc1Sc1ccc(C(F)(F)F)cc1[N+](=O)[O-]	-2	-1	0.5	3	-11	-1	1	6	-4	1
CCCNc1cc(C)oc(=O)c1C(=O)CC	1	-3	-0.3	5	-3	4	1	-5	-5	3
COc1ccc(NC(=O)CSc2ccc(-c3cccnc3)nn2)c(OC)c1	4	2	-0.4	-47	-10	-8	0	3	2	-25
COc1ccc2c(c1)CCc1c(C(=O)NCc3ccc(Cl)cc3)noc1-2	2	-1	0.5	0	-3	-4	3	-1	0	-2
C=CCOc1ccc(C(=O)O)cc1Cl	14	-3	0.2	2	10	-1	9	0	7	3
CC1(c2ccc3ccccc3c2)NC(=O)N(CC(=O)Nc2ncccc2O)C1=O (stereo unspecified)	-2	-2	0.6	-11	-8	-2	3	-6	6	-5
Cc1ccc(C(=O)NC(c2ccccc2)C(Cl)Cl)cc1 (stereo unspecified)	-1	3	-0.4	-44	-2	-1	2	0	6	-3
O=[N+]([O-])c1ccc(-c2ncc(-c3ccc(Br)cc3)o2)cc1	3	0	0.4	-6	-8	-3	5	1	9	-2
Cc1cc(C(=O)CN2C(=O)NC(CC(C)C)C2=O)c(C)n1C1CC1 (stereo unspecified)	9	-3	0.1	-2	-7	-2	3	-2	-1	-1
O=C(CNC(=O)c1ccccc1F)N/N=C/c1cccnc1	-4	-1	0.0	-9	-4	0	-3	0	-12	2
COC(=O)c1cc(NC(=O)c2ccc([N+](=O)[O-])cc2)c(=O)oc1C	10	1	0.9	-1	4	-1	7	2	6	2
Cc1cc(C)c2cc3c(N)c(C(=O)N4CCOCC4)sc3nc2c1	-3	0	19*	-252	3	-131	2	-2	-9	-216
COc1ccc(-c2cc(=O)oc3c(C)c(OCC(=O)NCC4CCC(C(=O)O)CC4)ccc23)cc1 (stereo unspecified)	13	1	0.0	-15	-2	-11	4	3	6	-13
O=c1nc2n(c3ncccc13)CCCCC2	-5	-1	0.0	-5	-1	-3	3	5	9	-1
COC(=O)Cc1cc(=O)[nH]c(/N=C(\N)Nc2ccc(C)cc2C)n1	-19	1	0.3	1	-2	-3	-2	0	7	-3
O=C(NN=C1CCN(Cc2ccccc2)CC1)c1cc(Br)ccc1O	-9	-1	-0.6	-42	1	-20	0	1	-9	-43
O=S(=O)(Nc1ccc(Oc2ncccn2)c(Cl)c1)c1ccc(Cl)cc1	3	-1	-0.7	-1	3	-3	1	-5	-4	-2
O=C(CCCC(=O)OCC(=O)c1cccs1)Nc1ccc(Oc2ccccc2)cc1	-4	2	0.0	0	-4	8.9*	2	-9	8	0
CCCCc1nnc(NC(=O)Cc2ccc(S(=O)(=O)N3CCOCC3)s2)s1	-10	0	-0.6	-42	-5	-2	-2	-1	-2	-29
Cc1cc(C(=O)NNC(=O)c2ccccc2F)c2ccccc2n1	-1	1	0.3	-6	13	-2	-4	-1	-2	1
COc1ccc(-c2nnc(SCC(=O)N/N=C/c3ccccc3C(=O)O)n2-c2ccc(Cl)cc2)cc1	-3	-1	-0.8	-9	0	-1	-2	-2	-8	-3

structure	ASAP1 GAP inh	UHRF1 MBD2 ctr	proKLK7 act	PLC-beta3 inh	ARFGAP1 inhibitor	ADAM17 inh	Tn7 DDE FP	MBD2 inh	DDE Tn6 FP inh	PLCg1 inh
Cc1ccc2c(c1)N(C(=O)CCC(=O)N1CCOCC1)CC(C)O2 (stereo unspecified)	2	2	-0.6	-1	-12	-2	-3	5	0	2
Cc1noc(C)c1NC(=O)N(C)C[C@H]1Oc2ccc(NS(=O)(=O)c3cccs3)cc2C(=O)N([C@H](C)CO)C[C@@H]1C	-1	-2	0.1	1	-11	-3	-4	-2	1	1
CNC(=O)/C(C#N)=C/c1c(N(Cc2ccccc2)Cc2ccccc2)nc2ccccn2c1=O	-13	-6	2.2	-37	-1	-31	4	2	-5	-35
CC(=O)Nc1cc(Cl)ccc1OS(=O)(=O)c1ccc(C)cc1	1	2	0.0	4	-4	3	7	4	9	4
S=c1nc(-c2ccccc2)oc2c1CCCC2	10	3	0.3	-4	-10	2	1	3	-8	-3
Cc1ccc(Nc2cc(C)c(O)c(C)c2)cc1	-14	0	-0.7	-7	-3	4	-3	-1	-3	-2
CCN(CC)CCCNC(=O)c1cc(Nc2ccc(OC)cc2)nc2ccccc12	11	-1	0.4	-7	-3	-2	0	-3	0	-1
O=C(Cc1ccc(Cl)cc1Cl)Nc1ccc(OC(F)F)c(Cl)c1	-7	-2	-0.3	2	7	2	7	-2	-3	0
COc1ccc(S(=O)(=O)N2CCN(c3ccccc3OC)CC2)cc1OC	-4	1	0.3	-2	-9	-3	5	2	9	-3
O=C(c1ccccc1F)N1CCN(C(=O)C2CC2)CC1	7	2	-0.6	-2	-7	-3	10	3	0	9
Cc1ccc(SCC(=O)OCC(=O)NCCc2ccccc2)cc1C	1	0	-0.7	-11	-2	-3	12	-2	4	1
Cc1ccc(C(=O)OCC(=O)N2CC(C)OC(C)C2)cc1 (stereo unspecified)	12	1	-1.2	-1	2	-4	14	1	-6	2
CCCCC(=O)Oc1ccccc1C1SCc2cc(C)c(C)cc2CS1	1	0	-0.5	-3	8	-6	-2	1	-2	-1
COc1cc(C(=O)N(C)C2CCCCC2)ccc1OC1CCN(C(C)=O)CC1	-2	-3	-0.2	-4	-5	0	5	-2	-8	4
CCOC(=O)CCNC(=O)N1CCCC(CNS(=O)(=O)Cc2ccccc2)C1 (stereo unspecified)	-17	1	-0.6	-2	15	-3	-3	4	0	4
CCOc1ccc(C(=O)NCC(=O)OCc2nnc(-c3ccccc3)o2)cc1OCC	-10	3	-0.2	-1	-2	3	-6	-4	0	4
C[C@@H]1CN([C@@H](C)CO)C(=O)CCCn2nncc2CO[C@H]1CN(C)S(=O)(=O)c1cccc(C#N)c1	4	-1	0.7	5	4	0	-1	-7	8	1
CC1CCN(C(=O)CN(CCc2ccccc2)S(C)(=O)=O)CC1	-7	-1	-0.4	2	5	-4	0	-6	-5	4
CCN(CC)S(=O)(=O)c1ccc(OC)c(NC(=O)c2cc(=O)[nH]c3ccccc23)c1	-5	-1	0.1	-5	-16	-1	-1	-4	6	-7
CC(=O)c1c(C)[nH]c(C(=O)Nc2cccc(C(F)(F)F)c2)c1C	8	1	0.1	-3	10	3	-11	1	6	3
Cc1ccc(/C=C(/C#N)C(=O)NC(=O)Oc2ccccc2)cc1	1	-1	0.1	1	5	2	-6	-4	-3	4
CNC(=O)CSc1nnc(-c2ccncc2)n1Cc1ccccc1	1	2	-0.9	-7	1	-5	2	5	0	-2
O=C1CCCN1CN(C(=O)c1ccc2c(c1)OCO2)c1cccc(Cl)c1	-11	0	0.3	2	-3	-3	6	-3	5	0
O=C(CC(c1ccccc1)(c1ccccc1)c1ccccc1)N[C@@H](Cc1ccccc1)C(=O)O	-5	-1	-0.2	-3	-7	-4	4	2	-2	-3
O=C(CCN1C(=O)c2ccccc2C1=O)Nc1cccc(O)c1	-1	-3	-0.2	-4	-3	0	-7	0	-8	0

structure	ASAP1 GAP inh	UHRF1 MBD2 ctr	proKLK7 act	PLC-beta3 inh	ARFGAP1 inhibitor	ADAM17 inh	Tn7 DDE FP	MBD2 inh	DDE Tn6 FP inh	PLCg1 inh
COC(=O)CC1Oc2ccc(C)cc2NC1=O (stereo unspecified)	-3	3	0.2	-2	4	-2	1	3	-1	2
CC1CCN(C(=O)Cn2cc(C(F)(F)F)ccc2=O)c2ccccc2S1 (stereo unspecified)	-2	10	0.8	-7	0	-2	-2	2	1	1
COC(=O)c1cccc(NC(=O)CSc2nc(O)c(-c3ccccc3)c(=O)[nH]2)c1	12	1	-0.3	-4	14	-1	-3	-4	6	4
CC1C(=O)C(C)(C)C(=O)OC1c1ccc([N+](=O)[O-])cc1 (stereo unspecified)	7	-4	-0.5	-2	4	0	12	-3	5	2
COc1ccccc1C(=O)NCC(=O)N/N=C/c1cc(Br)ccc1OC(=O)/C=C\c1ccco1	5	-3	-0.7	-5	5	2	5	-5	-4	-4
COc1ccc(NS(=O)(=O)c2cc(NC(=O)CC3CCCC3)ccc2N2CCOCC2)cc1	-14	0	0.2	-4	-2	-1	2	-2	-5	0
COC(=O)c1cc(S(=O)(=O)NCC2CCN(C(=O)C(=O)c3cccs3)CC2)cs1	7	3	-0.2	1	-3	-6	0	7	-8	5
COC(=O)C(C)Sc1nnc(SC(C)C(=O)OC)s1 (stereo unspecified)	-9	-4	-0.3	0	5	-5	3	1	-5	-2
CC1CCCN(Cc2c(O)ccc3c(=O)c(-c4nc5ccccc5s4)c(N)oc23)C1 (stereo unspecified)	5	0	-8.9	i	13	-88	-1	-7	-8	-425
CCOCCCNC(=S)N(Cc1ccco1)Cc1cc2cc3c(cc2[nH]c1=O)OCCO3	-8	0	1.4	-31	-7	-85	-1	0	7	-28
COc1cccc(/C=N/Nc2cc(C)nc(-c3ccccc3O)n2)c1O	-3	-5	-46	-190	-2	4	4	-5	-9	-131
O=C(N/C(=C/c1ccccc1Cl)C(=O)N1CCCCC1)c1ccco1	-3	-1	0.1	-6	-3	-2	2	-5	-3	-1
COc1ccc(CC2(CO)CCN(Cc3cccc(OC)c3OC)CC2)cc1	9	2	-0.6	-9	-6	-11	6	6	-2	2
CC(NC(=O)CC(O)(C(F)(F)F)C(F)(F)F)c1ccccc1 (stereo unspecified)	6	0	0.5	2	8	-1	1	-6	-7	-1
Cc1ccc(C)c(N2CCN(C(=O)Cc3ccc(NC4=NC5CS(=O)(=O)CC5S4)cc3)CC2)c1 (stereo unspecified)	-15	-1	0.6	2	7	-1	3	1	0	3

High-throughput results from PubChem BioAssay.

Rows are unselected; 4.1% or so of the library scored in one or more.
